Compound activity from PubChem BioAssay.
p97 inhibitor = inhibitors of human p97 ATPase, primary screen, biochemical | Transitional endoplasmic reticulum ATPase (Homo sapiens), P55072 | recombinant p97 ATPase, Kinase-Glo ATP luminescence, 3 h | inhibition, % at 8 µM | 0.42% of 220,000 active; in the data active means inhibition above about 15%;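 further: 0% = DMSO vehicle and 100% = wells lacking enzyme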
Furin inh = human furin inhibitors, primary screen, biochemical, fluorescence intensity. P09958. purified furin, fluorogenic substrate cleavage. inhibition, % at 30 µM. 0.061% of 220,000 active. AID 463115, 2010; in the data active means inhibition above about 25%; further: inactives centre near -15
EBV gp42 inh = Epstein-Barr virus gp42 inhibitors, primary screen, biochemical, uHTS, fluorescence polarization; Glycoprotein 42 (Epstein-Barr virus (strain AG876)), Q1HVG2; AID 1085, 2008; inhibition, % (tested at 21.74 µM); 0.42% of 220,000 active; Fluorescence polarization binding assay, mP read-out; in the data active means inhibition above about 50%
Target sequence (Q1HVG2 whole entry, looked up): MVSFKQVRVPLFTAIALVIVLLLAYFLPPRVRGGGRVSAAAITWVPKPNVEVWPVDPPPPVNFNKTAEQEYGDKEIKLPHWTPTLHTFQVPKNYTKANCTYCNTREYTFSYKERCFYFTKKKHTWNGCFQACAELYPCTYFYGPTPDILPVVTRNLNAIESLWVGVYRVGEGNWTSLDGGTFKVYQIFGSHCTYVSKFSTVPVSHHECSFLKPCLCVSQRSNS
NCF1 inh = p47phox/p22phox peptide binding inhibitors, primary screen, biochemical, uHTS, NADPH oxidase regulatory subunit; AID 1274, 2008; inhibition, % at 24.7 µM; 0.53% of 220,000 active; fluorescence polarization, 2 h; Neutrophil cytosol factor 1 (Homo sapiens), P14598;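 active means inhibition above about 30%, limit read from the data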;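 further: 0% = p47phox with labelled peptide and 100% = labelled peptide alone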
Tb hexokinase = Trypanosoma brucei hexokinase 1 inhibitors, primary screen, biochemical, G6PDH-coupled NADH absorbance, MLSCN library | inhibition, % at 10 µM | AID 1430, 2008 | 0.11% of 220,000 active | recombinant TbHK1, G6PDH-coupled NADH A340 | hexokinase 1 [Trypanosoma brucei];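 active means inhibition of 50% or more in the single-dose primary screen; inactive means inhibition below 50%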
Runt-CBFb FRET = inhibitors of RUNX1 Runt–CBFb binding, primary screen, biochemical, FRET, Cerulean-Runt, Venus-CBFb, uHTS; inhibition, % at 20 µM; Runt-related transcription factor 1 (Homo sapiens) + Core-binding factor subunit beta …; 0.46% of 220,000 active; Cerulean-Runt/Venus-CBFb FRET ratio 530/480, 1 h;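 active means inhibition over about 50% at 20 µM in the single-dose screen, limit read from the data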;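 further: 0% = DMSO wells and 100% = excess unlabeled CBFb competitor control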
Target sequence (Q01196 whole entry, looked up): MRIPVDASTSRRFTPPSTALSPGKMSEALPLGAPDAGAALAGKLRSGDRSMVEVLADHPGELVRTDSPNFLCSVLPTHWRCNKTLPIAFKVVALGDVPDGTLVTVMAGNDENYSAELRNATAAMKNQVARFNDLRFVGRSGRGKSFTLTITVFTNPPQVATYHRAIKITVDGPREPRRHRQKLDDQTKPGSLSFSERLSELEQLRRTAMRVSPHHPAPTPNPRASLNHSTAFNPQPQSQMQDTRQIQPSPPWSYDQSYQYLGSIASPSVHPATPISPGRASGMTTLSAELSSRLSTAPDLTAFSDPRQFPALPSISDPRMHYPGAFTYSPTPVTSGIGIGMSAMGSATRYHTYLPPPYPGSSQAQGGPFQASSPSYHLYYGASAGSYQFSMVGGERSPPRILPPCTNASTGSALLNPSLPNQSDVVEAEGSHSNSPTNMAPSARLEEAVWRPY
Target sequence (Q13951 whole entry, looked up): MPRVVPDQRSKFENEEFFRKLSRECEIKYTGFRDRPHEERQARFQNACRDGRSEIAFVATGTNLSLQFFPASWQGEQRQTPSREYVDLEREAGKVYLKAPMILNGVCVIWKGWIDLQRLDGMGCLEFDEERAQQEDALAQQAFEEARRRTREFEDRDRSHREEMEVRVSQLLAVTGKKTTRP
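test system = Cerulean-Runt domain fusion protein, energy donor | probe or stimulus = Venus-CBFb binding partner, 100 nM | incubation = two 1 h room-temperature incubations shielded from light | detection = fluorescence energy transfer, 422 nm excitation, 530/480 nm emission | measure = loss of energy transfer signal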
RBBP9 inhibitor = human RBBP9 inhibitors, primary screen, biochemical, fluorescence polarization, FP-Rh probe, HTS. AID 1515, 2009. inhibition, % at 7.94 µM. 0.2% of 220,000 active. recombinant RBBP9. Serine hydrolase RBBP9 (Homo sapiens), O75884;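 active means inhibition above the campaign mean of all tested compounds plus 3 SD, cut at about 14% in these data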;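 further: plate controls were DMSO wells with RBBP9 for no effect and wells lacking RBBP9 protein for full effect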
Target sequence (O75884 whole entry, looked up): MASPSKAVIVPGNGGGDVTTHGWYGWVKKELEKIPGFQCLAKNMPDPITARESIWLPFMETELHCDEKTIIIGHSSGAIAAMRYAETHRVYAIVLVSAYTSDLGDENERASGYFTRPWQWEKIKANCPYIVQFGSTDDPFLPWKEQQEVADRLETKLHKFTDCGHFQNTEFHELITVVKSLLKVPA
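Material: RBBP9 protein. Amount: RBBP9 at 2.5 µM in dispensed solution, before mixing. Schedule: 30 min then 45 min, 25 °C. Medium: Tris buffer pH 8.0, NaCl, Pluronic. Measured by: fluorescence polarization. Measure: percent inhibition from mP, scaled between DMSO and no-protein wells. Replication: one well per compound.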
Runt-SMMHC FRET = inhibitors of RUNX1 Runt–CBFb-SMMHC binding, primary screen, biochemical, FRET, Cerulean-Runt, Venus-CBFb-SMMHC, uHTS. Runt-related transcription factor 1 (Homo sapiens) + Core-binding factor subunit beta …. Cerulean-Runt/Venus-CBFb-SMMHC FRET ratio 530/480, 1 h. inhibition, % at 20 µM. 0.74% of 220,000 active;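 active means mean inhibition across duplicate retests at 20 µM reaching about 50%, limit read from the data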;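 further: 0% = DMSO wells and 100% = wells with excess untagged CBFb-SMMHC; inhibitors lower the FRET ratio by blocking Runt binding to CBFb-SMMHC; some results filed as inactive read as strong as hits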
m-calpain inh = inhibitors of pig calpain II, primary screen, biochemical, fluorogenic peptide substrate, 1536-well; purified calpain II, 30 min; inhibition, % at 16 µM; 0.37% of 220,000 active; AID 1236, 2008;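 active means inhibition above about 50%, limit read from the data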
* marks the source's active call; other numbers are inactive results; . = not tested or not shown; [ ] = remark or other dose. Compounds were not picked by outcome (roughly 2.7% active in at least one column).

SMILES	p97 inhibitor	Furin inh	EBV gp42 inh	NCF1 inh	Tb hexokinase	Runt-CBFb FRET	RBBP9 inhibitor	Runt-SMMHC FRET	m-calpain inh
Cc1ccccc1SCC(=O)Nc1ccc(N2CCOCC2)cc1	0	-20	-5	-8	-8	0	-6	4	-147
O=C(Nc1ccccc1)c1ccccc1NC(=O)C1CCCCC1	-1	-19[20 µM]	-8	-8	-2	0	5	-3	2
Cc1nc(NC2=NCN(CC3CCCO3)CN2)nc2ccccc12 (centres undefined)	-1	-15[20 µM]	.	.	-2	.	-3	.	.
CC(C)(C)OC(=O)N[C@@H](Cc1ccccc1)c1nnc(SCC(=O)O)o1	3	-17	-19	0	-2	-3	0	-1	14
CCn1c(SCC(=O)Nc2cc(C)on2)nnc1-c1cccnc1	-3	-9	-10	-1	-5	-4	-12	-1	8
O=C(O)CSc1c2c(nc3cc(C(=O)N4CCCC4)ccc13)CCCC2	2	-9	-20	-10	-6	2	-3	4	-7
COc1cc(OC)c(NC2c3ccccc3C(=O)N2c2cc(C)ccn2)cc1Cl (centres undefined)	5	-18	-17	-11	-6	1	-2	-1	-5
O=C(N/N=C/C=C/c1cccc([N+](=O)[O-])c1)C(O)c1ccccc1 (centres undefined)	4	-21	-20	-13	-7	1	-3	-1	-11
Cc1cc2c(cc1C)[n+](C)cn2CC(O)COCc1ccccc1 (centres undefined)	1	-36[20 µM]	-32	0	1	0	-8	-1	6
O=C(N/N=C/c1cccc(O)c1)c1ccc(COc2ccccc2Br)cc1	8	-17	7	-25	5	-5	-57	-2	-10
Cc1nnc2sc(SCc3ccc(Br)cc3)nn2c1=O	-1	-22	5	-3	-1	2	-2	1	8
Cc1ccc(S(=O)(=O)N(C)C)cc1-n1c(SCC(=O)Nc2ccc(F)cc2Cl)nc2ccccc2c1=O	2	-19	-14	-22	-7	-4	-9	3	-47
Cc1nc2ccccc2n1CC(=O)OCC(=O)NCc1ccccc1	0	-11	-2	-1	-4	-1	-3	-2	-14
Cc1nnc(SC(C)C(=O)Nc2ncc(Cl)cc2Cl)n1Cc1ccccc1 (centres undefined)	2	-15[20 µM]	-5	-8	0	0	2	-6	0
Cc1ccc(-c2nnn(CC(=O)N(Cc3ccco3)C(C(=O)NC(C)(C)C)c3ccncc3)n2)o1 (centres undefined)	0	-19	-3	-10	-1	0	-3	-3	-12
O=C(CCCn1c(=O)[nH]c2cc(Cl)ccc2c1=O)NCCCN1CCCC1=O	1	-10[20 µM]	-20	-6	-10	0	-7	-5	-1
COC(=O)C(NC(C)=O)(Nc1sc2c(c1C(N)=O)CCCC2)C(F)(F)F (centres undefined)	-4	-6[20 µM]	-18	-5	-15	1	-5	-3	-29
CC(=O)Nc1ccc(S(=O)(=O)N2CCN(CCC#N)CC2)cc1	5	-32	-21	-4	3	-2	-7	0	-29
COC(=O)CSc1nc(NC(C)C)nc(N(C)C)n1	3	-19	-6	-1	1	-1	-6	-4	-24
CCCc1[nH]nc2c1C(/C(C)=C/c1ccccc1)C(C#N)=C(N)O2 (centres undefined)	4	-21	3	-1	-3	1	-2	-1	2
O=C(/C=C/c1ccccc1)Nc1ccc2c(c1)OCCO2	2	-22	-18	-6	-12	.	0	.	-10
CCN1CCc2c(C#N)c(N3CCOCC3)nc(NCCO)c2C1	3	-9	0	1	-14	33	-9	62*	-318
COC(=O)Nc1ccc(S(=O)(=O)N2CCCC(C(=O)N3CCC(C)CC3)C2)cc1 (centres undefined)	5	-18	-16	-7	4	-1	-3	3	6
CC1=NN(C(=O)c2cc(C)nn2C)C(O)(C(F)(F)F)C1 (centres undefined)	1	-22	-8	-4	-3	0	4	4	-4
Cc1ccccc1-n1c(CSC(=N)N)nc2ccccc2c1=O	3	-21[20 µM]	-12	5	4	2	-5	3	24
CCCCc1nnc(NC(=O)CSc2nc(C)cc(=O)[nH]2)s1	5	-12[20 µM]	0	-4	-3	0	-2	0	-25
CCNC(=O)CC1C(=O)N(c2ccccc2)C(=O)N1CCc1ccc(OC)c(OC)c1 (centres undefined)	-3	-9[20 µM]	-4	-6	22	-2	-10	-1	21
CC(=O)Nc1cccc(NC(=O)C2CC(=O)N(c3ccc(C)cc3)C2)c1 (centres undefined)	1	-26[20 µM]	-16	-6	-1	-2	-3	-108	-12
CCN(CC)C(=O)CSc1nc2ccc(NC(=O)CSc3nnc(N)s3)cc2s1	0	-20[20 µM]	30	-16	4	-2	-10	1	-212
COC(=O)C1=C(C)NC(=O)CC1c1ccc(C(=O)OC)cc1 (centres undefined)	10	4	-6	-8	-4	-1	0	-2	6
CCOC(=O)N1CCC(NC(=O)C2CCN(S(=O)(=O)c3ccc4c(c3)oc(=O)n4C)CC2)CC1	3	-23	-7	-1	-4	-1	-2	9	-40
COc1ccc(-c2cc(C(F)(F)F)c(C#N)c(SCC(=O)O)n2)cc1OC	-9	1	-1	-10	-26	17	-6	4	-87
O=C(O)c1ccc(/C=N/NC(=O)c2ccc(F)cc2)cc1	-2	-18	0	3	-3	-1	-9	0	0
CC(C)c1onc(C(=O)N2CCN(C(c3ccccc3)c3ccccc3)CC2)c1[N+](=O)[O-]	4	-11	-11	-2	-4	-1	8	-4	-21
CCOC(=O)C(=O)c1cn(C2OCC(OC(C)=O)C(OC(C)=O)C2OC(C)=O)c2ccccc12 (centres undefined)	0	-2	-24	-7	-15	-2	-8	4	-10
O=C(NC1CCCCC1)C1CCN(C(=O)NCc2ccccc2)CC1	-5	4	-6	-5	4	1	-17	3	3
O=C(Nc1csc([N+](=O)[O-])c1)Nc1c(Cl)cccc1Cl	0	-6	-5	-1	7	-1	-9	-4	5
CC(=O)Nc1ccc(S(=O)(=O)N2CC3(C)CC2CC(C)(C)C3)cc1 (centres undefined)	-1	-22	4	-10	-6	-3	-5	-1	9
CCOc1cc(C=O)ccc1OCC(N)=O	5	-20	-16	-3	-3	0	-5	2	-30
CC(C)c1ncc(C(O)c2ccccc2)n1C (centres undefined)	5	-24	-9	-34	-4	2	-4	-1	-29
CC(=O)Cn1ncc(N2CCOCC2)c(Br)c1=O	1	-19	-11	-6	-9	-1	-1	-8	10
CC(=O)Nc1ccc(NC(=O)c2ccco2)cc1	2	-29	-22	-9	-6	1	-7	1	-2
CN(c1ccccc1)S(=O)(=O)c1cccc(NC(=O)CN2CCc3ccccc3C2)c1	3	-30	-4	-35	4	3	-4	-2	11
O=C(N/C(=C/c1ccc(Cl)cc1)c1nc2ccccc2[nH]1)c1ccco1	6	-6[20 µM]	-14	-5	-21	-3	-6	1	10
O=C(Nc1cccc2nsnc12)c1ccc2c(c1)OCCO2	-3	-5	-5	-11	-4	0	-7	4	0
CC1CN(Cc2nc3c(c(=O)[nH]c(=O)n3C)n2CCN2CCOCC2)CC(C)O1 (centres undefined)	8	-19	-13	-20	28	1	-10	1	14
O=C(Nc1ccccc1)N1CC=C(c2ccc(F)cc2)CC1	2	-28[20 µM]	-16	-14	0	0	-1	4	-7
O=C(O)/C=C/c1cccc(OCc2ccccc2)c1	1	-9	-1	-1	-3	-1	-6	-1	4
C1CSC2(N1)C1CC3CC(C1)CC2C3 (centres undefined)	5	-23	-1	-4	2	2	1	0	20
O=C(Nc1cc2c(oc1=O)CCCC2=O)c1ccccc1	5	-10	0	-6	-11	1	0	-3	-24
O=C1N=c2ccccc2=C1c1[nH]c(=S)[nH]c1O	3	-14	-11	14	0	0	1	-3	11
CCn1nc(C)c(CN2CCCC(CO)(Cc3ccccc3)C2)c1C (centres undefined)	-3	-10	2	-4	-3	3	-1	1	-15
COc1ccc(NCc2nnc(SCc3ccc(Cl)cc3)n2-c2ccccc2)cc1	0	-20	-2	-6	-2	-3	-2	-5	15
O=C(CCn1nnc2ccccc2c1=O)NCC1CCC(C(=O)O)CC1 (centres undefined)	3	-14	-2	-11	2	2	-3	2	-34
Cc1cc(C)cc(NC(=O)CSc2nnc(-c3ccccc3Br)o2)c1	-4	-14	7	-5	0	-2	-14	-2	20
O=C1OC(N2CCN(Cc3ccccc3)CC2)c2ccccc21 (centres undefined)	-2	-12[20 µM]	.	.	6	.	0	.	.
CCOC(=O)C1=C(c2ccccc2)NC(N)=NC1c1ccc(OCc2ccc(Cl)cc2)c(OC)c1 (centres undefined)	20*	-7	2	71*	44	-1	-7	-1	0
O=C(CN1CCOc2ccccc21)NCc1ccc(Cl)cc1	5	-12	-6	8	1	0	-7	-4	8
CC(=O)Nc1ccc(NC(=O)c2cccc3c2-c2ccccc2C3=O)cc1	8	-4	-11	-6	-8	0	-13	-2	1
Cc1ccc2nc3c(cc2c1)CN(Cc1ccco1)C(=NCC1CCCO1)S3 (centres undefined)	2	-8[20 µM]	1	-8	-5	18	-6	2	12

More entries:
SMILES	p97 inhibitor	Furin inh	EBV gp42 inh	NCF1 inh	Tb hexokinase	Runt-CBFb FRET	RBBP9 inhibitor	Runt-SMMHC FRET	m-calpain inh
c1ccc(CN2CCN(c3nc(NCc4ccco4)c4ccccc4n3)CC2)cc1	-1	-15[20 µM]	8	7	11	-1	-2	9	7
Cc1nc2ccccn2c1-c1ccnn1S(=O)(=O)c1ccc(F)cc1	2	-15	-25	7	-21	-3	1	-2	-5
O=C(Cn1c(=O)oc2ccccc21)N1CCN(c2ccccc2)CC1	3	-15[20 µM]	-24	-17	-4	0	-5	-2	-9
COC(=O)CCc1sc(NC2CCCCC2)nc1-c1ccc(OC)cc1	4	-9	-22	-8	-1	11	-5	4	11
COc1cc(C(c2nnnn2C(C)(C)C)N2CCN(C)CC2)cc(OC)c1OC (centres undefined)	14	-23	4	-3	-1	-1	4	2	9
COc1ccc(C(=O)/C=C\c2ccc(NC(=O)c3cccs3)cc2)cc1	4	-15	-12	-1	-11	-3	-25	-25	-55

Some of these compounds in order of molar mass, rising:
SMILES	p97 inhibitor	Furin inh	EBV gp42 inh	NCF1 inh	Tb hexokinase	Runt-CBFb FRET	RBBP9 inhibitor	Runt-SMMHC FRET	m-calpain inh
O=C(Cn1c(=O)oc2ccccc21)N1CCN(c2ccccc2)CC1	3	-15[20 µM]	-24	-17	-4	0	-5	-2	-9
CC(=O)Nc1ccc(NC(=O)c2cccc3c2-c2ccccc2C3=O)cc1	8	-4	-11	-6	-8	0	-13	-2	1
COC(=O)CCc1sc(NC2CCCCC2)nc1-c1ccc(OC)cc1	4	-9	-22	-8	-1	11	-5	4	11
Cc1ccc2nc3c(cc2c1)CN(Cc1ccco1)C(=NCC1CCCO1)S3 (centres undefined)	2	-8[20 µM]	1	-8	-5	18	-6	2	12
COc1cc(C(c2nnnn2C(C)(C)C)N2CCN(C)CC2)cc(OC)c1OC (centres undefined)	14	-23	4	-3	-1	-1	4	2	9
